Bioassay records as filed in PubChem.
S2 tox: viability counter-screen for ATXN expression inhibitors; S2 cells (HEK-293 line with an ATXN2-luciferase reporter) viability, CellTiter-Fluor protease fluorescence, 24 h; Potency, µM (series often up to 56.7 µM), usual class: cytotoxic; 400,000 compounds, 0.49% hits; AID 651635; further: potency means the concentration at half of the fitted maximal effect; nearly all actives have a fitted effect of over 40% in size
A549 tox: A549 cytotoxicity, counter-screen for Nrf2 inhibitors. A549 ARE-Fluc cells, CellTiter-Fluor viability, 18-24 h. 390,000 compounds, 0.16% hits. Potency, µM (series often up to 46 µM), inactives show top-dose activity change, negative = cytotoxicity, usual class: inhibitors; further: potency means the concentration at half of the fitted maximal effect; on the % scale 0 is the no-effect control and ±100 the full control effect
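A549 ARE-Fluc cells in 5% FBS OPTI-MEM, 5000 cells/well, rested 2 h then exposed to compounds in concentration-response for 18-24 h at 37 °C. Viability by CellTiter-Fluor fluorescence (Ex 405/Em 525) after 30 min; luciferase luminescence (BugLite, 15 min, RT) read afterwards.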
Nrf2 block: blocks Nrf2 signaling | A549 ARE-Fluc reporter, luciferase luminescence, 18-24 h | Potency, µM (series often up to 46 µM), for inactives: at the top dose activity change, negative = inhibition, actives largely listed as inhibitors | 360,000 compounds, 2.1% hits | AID 504444; further: potency means the concentration at half of the fitted maximal effect; on the % scale 0 is the no-effect control and ±100 the full control effect; nearly all actives have a fitted effect of over 60% in size
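Nrf2 activity is the BugLite luminescence, read 15 min after reagent at room temperature, following CellTiter-Fluor cytotoxicity readout (30 min, 37C). Compound titrations were applied for 18-24 h to 5000 A549 ARE_Fluc cells/well in 5% FBS OPTI-MEM.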
Mm-Cpn inhibitor: M. maripaludis TRiC chaperonin inhibition | 330,000 compounds, 0.031% hits | purified Mm-Cpn ATPase, ADP Transcreener TR-FRET | Potency, µM (titrated, usually from 76.9 µM), inactives show at the top dose activity, negative = inhibition, actives largely listed as inhibitors | AID 504842; further: potency means the concentration at half of the fitted maximal effect; on the % scale 0 is the no-effect control and ±100 the full control effect; nearly all actives have a fitted effect of over 80% in size
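25 nM Mm-CPN + cpd, 10 min 37°C; + 10 uM ATP, 30 min 37°C; buffer 30 mM Tris pH 7.4, 100 mM KCl, 5 mM MgCl2, 1 mM DTT; Transcreener ADP HTRF detection 30 min RT.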
TGFb SMAD3 inh: blocks TGF-b signaling; HepG2 CAGA-GFP TGF-b/SMAD3 reporter, GFP fluorescence, 18 h; TGF-beta stimulated, 500 pg/mL final; Potency, µM (titrated, usually from 46.1 µM), inactives show at the top dose activity, negative = inhibition, hits mostly inhibitors; 410,000 compounds, 1.2% hits; AID 588855; further: potency means the concentration at half of the fitted maximal effect; on the % scale 0 is the no-effect control and ±100 the full control effect; nearly all actives have a fitted effect of over 65% in size
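Inhibition of TGF-beta-driven CAGA-GFP reporter expression in HEPG2 cells is measured by cellular GFP fluorescence after 18 h stimulation with 500 pg/mL recombinant TGF-beta in 1% FBS medium at 37 degrees C.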
HepG2 viability: counter-screen for TGF-b inhibitors: cytotoxicity in HepG2 cells. HepG2 CAGA-GFP viability, ATP luminescence, 18 h. AID 588856. 410,000 compounds, 0.76% hits. Potency, µM (highest dose often 46.1 µM), without a hit: top-dose activity change, negative = cytotoxicity, most hits filed as cytotoxic; further: potency means the concentration at half of the fitted maximal effect; some results filed as inactive show a strong effect at the top dose
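CellTiter-Glo luminescence gave cytotoxicity after 18 hours at 37 degrees C. The cells were HepG2 CAGA-GFP in 1% FBS DMEM, stimulated with 500 pg/mL TGF-beta after compound addition. %Activity was normalised to no-cell wells (complete cell-killing) and DMSO (no toxicity), and curves were fitted and classified.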
pAkt inh: Akt phosphorylation inhibition | Neuro2A IGF-stimulated pAkt S473 HTRF, 20 min; active compounds read low | activity change, % for hits at 50 µM | 360,000 compounds, 0.32% hits; in the data active means activity change below about -80%; inconclusive means mostly about -51% to -80%; further: on the % scale 0 is the no-effect control and ±100 the full control effect
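Single-point screen (50 µM final compound) in Neuro2A cells stimulated 20 min with 6 nM IGF at 37 deg C. After lysis, Ser473-phosphorylated Akt read by HTRF (ex 330 nm, em 615/665 nm) as the 665/615 ratio.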
Nrf2 activator: Nrf2 pathway activation. AREc32 ARE-luciferase reporter (MCF7-derived line), luminescence, 24 h. Potency, µM (top dose mostly 46.1 µM), for the others: top-dose activation, usual class: activators. 410,000 compounds, 0.31% hits; further: potency means the concentration at half of the fitted maximal effect; % of control where 0% means no effect; nearly all actives have a fitted effect of over 65% in size
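Quantitative high-throughput format: AREc32 reporter cells, 1000 per well, received compound by pin transfer and were incubated 24 hr at 37 deg C, 5% CO2, before Steady-Glo luminescence detection.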
CCT modulator: changes cytosolic chaperonin activity | purified chaperonin ATPase assay, HTRF ADP detection, 30 min | activity change, % (no concentration beside the values), hits read low | 360,000 compounds, 0.3% hits; in the data active means activity change below about -30%; further: on the % scale 0 is the no-effect control and ±100 the full control effect
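ATPase activity: ADP formed was measured by HTRF Transcreener (665/615 nm ratio) after 30 min at 37 deg C with 10 uM ATP. Compounds screened at one 76 uM concentration against 40 or 20 nM TRiC in Tris pH 7.4/KCl/MgCl2/DTT buffer.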
* marks the source's active call; other numbers are inactive results; i = inactive; ? = inconclusive; . = no result given; [ ] = another dose, or the depositor's remark. Unless noted, the call rests on the fitted dose curve; in most records, active means well fitted curve in the direction sought with a large enough effect; inconclusive means small, poorly fitted or top-dose-only effect, or another doubt; inactive means no such curve, though single readings can be large; an effect the other way counts as inactive or inconclusive.

nr	SMILES	S2 tox	A549 tox	Nrf2 block	Mm-Cpn inhibitor	TGFb SMAD3 inh
1	CC(=O)NS(=O)(=O)c1ccc(Nc2ccc([N+](=O)[O-])c3nonc23)cc1	?	?	?	-1.3%	1.1%
2	CCCCn1c(SCC(=O)N2CCOCC2)nnc1-c1ccoc1C	?	-17.4%	2.2%	0.3%	?
3	O=C(Nc1ccc(Br)cc1)Nn1cnnc1	i	7.0%	12.0%	-2.0%	6.7%
4	COc1cc(CN(C(=O)COc2ccc(Br)cc2)c2ccccn2)cc(OC)c1OC	i	-5.3%	-21.8%	.	-14.1%
5	Cc1ccc(OCC(=O)N(Cc2cccs2)C2CCS(=O)(=O)C2)cc1C (stereo unspecified)	i	8.1%	-7.7%	0.3%	-9.1%
6	O=C(NCc1ccccc1)c1ccc2c(=O)n(CCCN3CCCC3=O)c(=S)[nH]c2c1	i	0.5%	-14.6%	-0.8%	0.0%
7	CCCCC(=O)Nc1cccc(NC(=S)NC(=O)COc2ccccc2Cl)c1	?	3.4%	2.5%	-0.1%	-20.0%
8	C/C(N)=C(/C#N)C(=O)CSc1nnnn1-c1ccccc1	?	-7.2%	-1.9%	-3.0%	1.7%
9	CCOC(=O)c1c(C)[nH]c(CCC(=O)Nc2cc(C)cc(C)c2)c1C	.	-12.8%	.	.	-30.8%
10	CCCc1[nH]nc2c1C(C1CC=CCC1)C(C#N)=C(N)O2 (stereo unspecified)	i	-17.3%	-27.5%	0.4%	?
11	O=C(OCCN1CCCCC1)c1c[nH]c2ccccc12	i	-0.2%	-15.2%	-1.4%	41.2%
12	CCCN1CCN(CC2=C(C(=O)OCC)C(c3ccc(Cl)cc3)NC(=O)N2)CC1 (stereo unspecified)	i	-3.3%	9.3%	.	-22.0%

nr	HepG2 viability	pAkt inh	Nrf2 activator	CCT modulator
1	9.6%	i	0.3%	1.5
2	-1.9%	i	0.2%	-1.1
3	2.7%	i	3.1%	-1.3
4	-15.6%	.	3.5%	.
5	-10.8%	i	-1.3%	-0.8
6	-9.6%	?	0.1%	-0.8
7	0.1%	i	-0.8%	-5.5
8	2.0%	i	2.3%	-1.9
9	-16.6%	.	4.2%	.
10	-23.3%	i	?	1.5
11	-3.8%	i	-0.1%	-0.3
12	-29.8%	.	2.2%	.

In the list so far, these contain a halogen.
nr	SMILES	S2 tox	A549 tox	Nrf2 block	Mm-Cpn inhibitor	TGFb SMAD3 inh
3	O=C(Nc1ccc(Br)cc1)Nn1cnnc1	i	7.0%	12.0%	-2.0%	6.7%
4	COc1cc(CN(C(=O)COc2ccc(Br)cc2)c2ccccn2)cc(OC)c1OC	i	-5.3%	-21.8%	.	-14.1%
7	CCCCC(=O)Nc1cccc(NC(=S)NC(=O)COc2ccccc2Cl)c1	?	3.4%	2.5%	-0.1%	-20.0%
12	CCCN1CCN(CC2=C(C(=O)OCC)C(c3ccc(Cl)cc3)NC(=O)N2)CC1 (stereo unspecified)	i	-3.3%	9.3%	.	-22.0%

nr	HepG2 viability	pAkt inh	Nrf2 activator	CCT modulator
3	2.7%	i	3.1%	-1.3
4	-15.6%	.	3.5%	.
7	0.1%	i	-0.8%	-5.5
12	-29.8%	.	2.2%	.

Next part:
nr	SMILES	S2 tox	A549 tox	Nrf2 block	Mm-Cpn inhibitor	TGFb SMAD3 inh
13	COCCSc1nnc(NC(=O)c2ccc3c(c2)OCO3)s1	i	1.5%	?	-0.7%	-17.1%
14	Cc1ccc(-c2cc(C(F)(F)F)c(C#N)c(SCCC#N)n2)o1	i	-2.4%	7.0%	-1.1%	-2.6%
15	COc1ccc(C(=O)Nc2ccc(C(=O)Nc3cccc(C)c3)cc2)cc1	10µM*	-6.9%	-5.2%	-1.0%	-1.7%
16	O=C(COc1ccccc1)N=C1SC2CS(=O)(=O)CC2N1Cc1ccccc1 (stereo unspecified)	i	-0.6%	-2.0%	-0.4%	27.2%
17	Cc1onc(-c2ccccc2Cl)c1-c1nc(-c2ccccn2)no1	i	-4.4%	-3.7%	5.2%	5.5%
18	CC(C)(C)OC(=O)N[C@@H](Cc1ccccc1)C(=O)N1CCC(C(=O)NCC(=O)O)CC1	i	-0.1%	-2.1%	-0.9%	6.5%
19	S=C(NCC1CCCO1)NC1CCCCC1 (stereo unspecified)	?	-0.7%	-4.4%	-1.5%	-0.9%
20	COc1ccc(C=O)cc1COc1ccc([N+](=O)[O-])c(C)c1	i	1.3%	-12.6%	0.2%	0.0%
21	CC(=O)c1c(C)[nH]c(C(=O)OCC(=O)Nc2nnc(-c3ccccc3)o2)c1C	i	-0.6%	-2.2%	-0.7%	-3.0%
22	CCc1ccc(C(=O)NNC(=S)Nc2ccc(S(N)(=O)=O)cc2)s1	i	-5.4%	8.4%	1.7%	0.5%
23	CCc1ccc(NS(=O)(=O)c2ccc3[nH]cc(C(=O)N4CCCCCC4)c(=O)c3c2)cc1	i	10.8%	1.8%	.	-3.6%
24	CCC(CC)C(=O)NCCc1ccc(OC)c(OC)c1	i	-10.3%	-22.1%	.	-0.1%

nr	HepG2 viability	pAkt inh	Nrf2 activator	CCT modulator
13	-17.6%	i	0.9%	-2.2
14	-3.3%	i	7.08µM*	1.1
15	3.5%	i	-0.1%	-1.4
16	10.9%	i	-1.1%	0.4
17	-26.7%	i	-0.3%	-6.9
18	-20.1%	i	-0.5%	-5.1
19	6.9%	i	5.3%	1.3
20	-8.8%	i	9.6%	-1.1
21	-53.5%	i	-0.4%	0.7
22	1.7%	i	0.6%	-0.6
23	-2.0%	.	0.5%	.
24	5.0%	i	0.2%	-1.9

Next records follow.
nr	SMILES	S2 tox	A549 tox	Nrf2 block	Mm-Cpn inhibitor	TGFb SMAD3 inh
25	CCOC(=O)C1(CCOc2ccccc2)CCN(Cc2ccc(C#CCCO)cc2)CC1	.	-13.8%	-16.2%	1.2%	?
26	CCOc1ccc(NC(=O)CSc2nc(C)cc(C)n2)cc1	?	-10.5%[1.84 µM]	?	0.2%	1.7%
27	COC(=O)CSc1nnc(CNS(=O)(=O)c2ccc(Cl)cc2)n1C	i	0.0%	-6.2%	1.1%	0.7%
28	COC(=O)C1=CN(c2ccc(OC)cc2)C=C(C(=O)OC)C1c1ccc([N+](=O)[O-])cc1	i	-5.1%	?	1.4%	2.5%
29	Cc1ccc(C)c(Nc2nc3c(S(=O)(=O)c4ccc(C(C)C)cc4)nnn3c3ccsc23)c1	.	?	16.4µM*	.	-14.5%
30	O=C(NCC1CCCO1)c1ccc2c(=O)n(Cc3cccc(Br)c3)c(=S)[nH]c2c1 (stereo unspecified)	i	-16.7%	?	0.1%	?
31	Cc1ccc(NC(=O)CCNS(=O)(=O)c2ccc3c(c2)oc(=O)n3C)c(C)c1	i	1.8%	13.3%	-0.7%	2.6%
32	Cc1cc(C)cc(N(CCC#N)C(=O)COC(=O)c2ccc(OCc3c(C)noc3C)cc2)c1	i	0.0%	-9.5%	1.2%	-13.0%
33	CC(C)c1ccc(OCC(=O)Nc2c(C(=O)c3ccc(F)cc3)oc3ccccc23)cc1	i	-1.4%	3.0%	.	1.1%
34	COC(=O)c1ccc(NC(=O)CCN2C(=O)CSC2=O)cc1	i	-0.3%	?	-0.1%	-8.5%
35	COCCNC(=S)N/N=C(\C)CCc1ccc2c(c1)OCO2	i	13.2%	-1.4%	-1.9%	?
36	S=c1[nH]nc(NC2CCCCC2)s1	i	.	.	.	-0.1%

nr	HepG2 viability	pAkt inh	Nrf2 activator	CCT modulator
25	-40.1%	i	0.6%	1.7
26	2.5%	i	0.3%	2.0
27	11.9%	i	0.3%	-1.3
28	0.1%	i	-1.4%	-1.4
29	-18.8%	.	-0.3%	.
30	-32.0%	i	0.0%	-6.0
31	-23.1%	i	0.1%	-3.8
32	-0.6%	i	0.4%	-1.4
33	-10.5%	.	0.3%	.
34	-9.4%	i	0.1%	0.3
35	-29.9%	i	0.5%	-2.0
36	-5.1%	i	-0.5%	-1.4

Carrying on.
nr	SMILES	S2 tox	A549 tox	Nrf2 block	Mm-Cpn inhibitor	TGFb SMAD3 inh
37	NC(=O)CCN1CCN(S(=O)(=O)/C=C/c2ccccc2)CC1	i	10.6%	12.0%	2.3%	-10.6%
38	COCCNC(=O)C(c1ccc(C)o1)N(Cc1ccco1)C(=O)c1snc(C(N)=O)c1N (stereo unspecified)	i	-3.0%	6.1%	0.2%	25.4%
39	CCOc1cc(C(=O)Nc2ccc(-c3nnc4n3CCCCC4)cc2)cc(OCC)c1OCC	i	2.8%	?	.	-10.6%
40	Cc1ccc(C(C)C)c(OC(C)C(=O)NCC2(N(C)C)CCCCC2)c1 (stereo unspecified)	i	-14.4%	13.5%	.	-0.2%
41	CCOC(=O)C1CCN(C(=O)C2CCN(c3ncnc4c3nc3n4CCCCC3)CC2)CC1	i	1.7%	4.1%	2.7%	?
42	Cc1noc(C)c1COC(=O)COc1ccc(-c2ccccc2)cc1	i	-3.7%	0.9%	0.8%	-17.2%
43	CCCNS(=O)(=O)c1ccc(OCC(=O)NCC2CCCO2)cc1 (stereo unspecified)	i	-1.9%	4.8%	-0.4%	-3.1%
44	Cc1ccc(CSC2=Nc3ccccc3C3=NC(CC(=O)NC4CCCCC4)C(=O)N23)c(C)c1 (stereo unspecified)	.	1.3%	.	.	-9.6%

nr	HepG2 viability	pAkt inh	Nrf2 activator	CCT modulator
37	-25.2%	i	-0.1%	0.6
38	-4.9%	i	-0.8%	-1.4
39	-17.9%	.	-0.1%	.
40	-28.5%	.	0.4%	.
41	-12.4%	i	3.8%	-0.8
42	9.8%	i	-0.5%	2.2
43	1.9%	i	0.2%	-1.1
44	-0.5%	.	0.2%	.
